Compound activity: PubChem BioAssay, several laboratories
AddAB inh – less growth of phage-infected E. coli with AddAB; actives 0.29% (n = 330,000); inhibition, % at 11.9 µM; E. coli expressing H. pylori AddAB, absorbance growth; AID 435030; in the data active = inhibition above about 12%;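 note: 0% = vehicle wells of infected cells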
PfHsp90 yeast 2 – reduces growth (ATP signal) of yeast expressing P. falciparum Hsp90; AID 504621; actives 0.32% (n = 310,000); S. cerevisiae expressing PfHsp90, BacTiter-Glo ATP, 48 h; yeast lacking PDR1 and PDR3 efflux regulators; inhibition, % at 9.4 µM;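 active = every replicate shows inhibition above about 80%, whatever the replicate mean, limit read from the data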;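 note: 0% = DMSO neutral controls and 100% = 20 µM radicicol positive controls; yeast relying on Plasmodium falciparum Hsp90 in place of its own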
Tat transport – blocks Tat-dependent protein export in E. coli | inhibition, % at 10 µM | actives 0.036% (n = 340,000) | AID 488895 | E. coli MC4100 TorA-mCherry Tat export, fluorescence;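 active = mean replicate inhibition at least 50% and at least half of replicates individually reaching 50%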;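 note: exported cargo escapes ClpAP degradation while cytoplasmic cargo is degraded and loses fluorescence; 0% = median of neutral control wells and 100% = median of NaSCN control wells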
HTR5A inv ag – counter-screen for OPRM1-OPRD1 inverse agonists: human HTR5A inverse agonism. AID 504634. HTR5A cell line, luminescence. actives 0.083% (n = 340,000). inhibition, % at 9.3 µM; in the data active = inhibition mostly above about 23%, no sharp cut-off; inactive = mostly below about 18%;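 note: 0% = cells with DMSO and 100% = no-cell wells with DMSO; some compounds called inactive have numbers as strong as hits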
OPRM1-OPRD1 ag – agonists of human mu-delta opioid receptor heterodimerization | cells, OPRM1-OPRD1 heterodimerization, luminescence | activation, % at 9.3 µM | actives 0.3% (n = 340,000) | P35372+P41143; in the data active = activation above about 18%;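 note: 0% = vehicle-treated cells and 100% = reference agonist; values of inactives mirror those of a sister screen read the other way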
Target sequence (P35372 whole entry, looked up): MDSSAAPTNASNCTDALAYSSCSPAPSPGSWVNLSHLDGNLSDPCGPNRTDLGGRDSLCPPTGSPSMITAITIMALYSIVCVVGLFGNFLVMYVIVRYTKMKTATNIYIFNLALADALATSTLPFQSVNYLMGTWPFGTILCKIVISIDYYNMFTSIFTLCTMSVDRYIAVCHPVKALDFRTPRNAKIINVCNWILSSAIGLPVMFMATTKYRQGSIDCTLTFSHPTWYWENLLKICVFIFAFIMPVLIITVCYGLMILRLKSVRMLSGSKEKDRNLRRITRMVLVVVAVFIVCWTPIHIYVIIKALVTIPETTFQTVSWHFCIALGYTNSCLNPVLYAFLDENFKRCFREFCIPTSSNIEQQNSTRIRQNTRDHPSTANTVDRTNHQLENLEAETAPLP
Target sequence (P41143 whole entry, looked up): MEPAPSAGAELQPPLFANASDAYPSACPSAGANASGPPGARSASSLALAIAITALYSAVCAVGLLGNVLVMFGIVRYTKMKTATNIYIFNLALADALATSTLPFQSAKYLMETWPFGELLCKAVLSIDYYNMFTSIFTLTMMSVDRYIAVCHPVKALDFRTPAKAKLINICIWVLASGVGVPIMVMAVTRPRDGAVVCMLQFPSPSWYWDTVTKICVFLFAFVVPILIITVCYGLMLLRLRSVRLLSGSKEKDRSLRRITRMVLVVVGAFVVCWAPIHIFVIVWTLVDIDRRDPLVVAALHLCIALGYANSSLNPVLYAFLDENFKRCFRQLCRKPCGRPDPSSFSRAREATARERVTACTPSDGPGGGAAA
Mot1-301 SUMO – inhibitors of SUMOylation pathway: yeast Mot1-301 growth rescue; growth rescue, % at 18.8 µM; S. cerevisiae Mot1-301 growth rescue, ATP luminescence, 38.5C; percent above DMSO median, 100 means doubled; actives 1% (n = 320,000); AID 2716;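 active = every valid replicate shows activation above 250% relative to neutral control wells; inactive = the rest, any valid replicate at or below 250%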;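 note: OY570 slx delta 5 strain wells were the positive control but not used for scaling; some compounds called inactive have numbers as strong as hits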
PKA-R1A act – PKA-R1A complex activation; P00514+P68181; activation, % at 11.4 µM; actives 0.083% (n = 340,000); PKA-R1A dissociation, Cy5-IP20 fluorescence polarization; scaled: DMSO 0%, 113 µM cGMP 100%; AID 504707;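 active = percent activation above the mean of all tested compounds plus 3 SD, cut at about 19% in these data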;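 note: higher means more PKAc released from R1A so a rise in polarization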
OPRM1-OPRD1 inv – inverse agonist of human OPRM1-OPRD1 heterodimerization. P35372+P41143. cell-based MOR-DOR heterodimer luminescence, inverse agonism. inhibition, % at 9.3 µM. actives 0.21% (n = 340,000). AID 504357; in the data active = inhibition above about 22%, passing the limit was not always enough;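 note: 0% = cells with DMSO and 100% = wells without cells with DMSO; values of inactives mirror those of a sister screen read the other way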
PKA-R2B act – activates the human PKA-R2B holoenzyme complex; P22694+P31323; PKA-R2B holoenzyme dissociation, Cy5-IP20 fluorescence polarization; R2B truncated from residue 108, S112A mutant; 0% DMSO only, 100% 113 µM cGMP; activation, % at 11.4 µM; actives 0.079% (n = 340,000);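 active = activation above a cutoff set at the mean over all compounds plus 3 SD, cut at about 18% in these data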;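 note: higher means more holoenzyme dissociation and a rise in polarization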
Ecoli viability – bacterial growth inhibition, counter-screen for AddAB inhibitors | AID 449728 | inhibition, % at 11.9 µM | actives 0.27% (n = 330,000) | E. coli V3065 growth, OD600 absorbance, 18 h;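 active = inhibition above the campaign's mean inhibition across all tested compounds plus 3 SD, cut at about 9.9% in these data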;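 note: uninfected addAB+ strain grown without phage in ampicillin broth; 0% = DMSO wells and 100% = ciprofloxacin 0.95 µg/ml wells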
phage Ecoli inh – E. coli growth loss with phage present; growth absorbance; inhibition, % at 11.9 µM; AID 651602; actives 0.26% (n = 360,000); in the data active = inhibition above about 11%
Numbers without * were called inactive; nt = no result given; & = joins results of further samples. Compounds were not picked by outcome; about 2.2% have a hit in one of these screens.

SMILES | AddAB inh | PfHsp90 yeast 2 | Tat transport | HTR5A inv ag | OPRM1-OPRD1 ag | Mot1-301 SUMO | PKA-R1A act | OPRM1-OPRD1 inv | PKA-R2B act | Ecoli viability | phage Ecoli inh
c1ccc(-c2sc3ccccc3c2-c2ccc(OCCN3CCCC3)cc2)cc1 | -0.9 | 17 | 13 | -57 | 8.2 | 298* | -2 | -44 | -2 | -1.1 | 1.8
O=C1OC(Oc2ccccc2)(c2ccccc2)c2ccccc21 (stereo unspecified) | 1.1 | 1 | -5 | -42 | 2.5 | 12 | -19 | -14 | -21 | -1.7 | 2.7
O=C(NCc1cccc(C(F)(F)F)c1)c1cc(Cl)cc(Cl)c1 | 3.5 | 4 | -2 | -25 | 3.1 | 7 | -3 | -17 | -9 | 2.6 | 3.0
N#CCCN(Cc1cccnc1)C(=S)NC(=O)c1ccc(S(=O)(=O)N2CCCC2)cc1 | -0.3 | nt | 7 | 8 | -1.2 | -14 | -6 | 6 | -7 | 1.1 | 2.5
COc1ccc(C(=O)NCc2ccccc2OC)cc1 | -0.4 | nt | -3 | 15 | -1.7 | 3 | 4 | 10 | 4 | -1.5 | 3.1
CCCCn1nnc(NC(=S)NC(=O)c2ccc(OCC)c([N+](=O)[O-])c2)n1 | 2.8 | 10 | 5 | 7 | -4.1 | 9 | -6 | 21 | 6 | -0.1 | 2.3
CCN(CC(=O)Nc1ccc(C(C)=O)cc1)CC(=O)Nc1ccccc1C(F)(F)F | 0.9 | -13 | 6 | -15 | 1.3 | -21 | 11 | -7 | -1 | 0.2 | -0.1
CCN(CC(=O)NC(=O)NCc1ccccc1)Cc1ccccc1 | 2.1 | -20 | -1 | 12 | -1.8 | -6 | 9 | 9 | 9 | -2.6 | 1.6
COc1cc(NC(=O)CCS(=O)(=O)c2ccc3nc(C)sc3c2)cc(OC)c1OC | 1.1 | 1 | 3 | 8 | -2.0 | -2 | 4 | 11 | 4 | 2.8 | 0.8
COc1ccc(N2CCN(C3CCCN(C(=O)CCN4CCCCO4)C3)CC2)cc1 (stereo unspecified) | nt | 14 | -9 | 11 | -1.3 | nt | 8 | 7 | 3 | nt | 3.3
O=C(Cn1cc(C(F)(F)F)ccc1=O)Nc1ccccc1 | 1.2 | 4 | 9 | -24 | -3.1 | -19 | -1 | 16 | 1 | -1.1 | -0.7
COc1ccc(C2/C=C\CN(CC3CC3)CC(=O)N2Cc2ccc(F)cc2)cc1 (stereo unspecified) | 2.0 | nt | -4 | -20 | -1.0 | 6 | -18 | 6 | 1 | -1.0 | 3.0
CCOC(=O)C1C(=O)C(C(=O)OCC)C(c2cccnc2)NC1c1cccnc1 (stereo unspecified) | 0.9 | -7 | -12 | -20 | -1.6 | -7 | -5 | 9 | 13 | 0.6 | 2.4
COc1ccc(-n2nnc3c(=O)n(CC(=O)OCc4ccccc4)cnc32)cc1 | 2.0 | -19 | -3 | 13 | -1.8 | 4 | -10 | 10 | 4 | 0.4 | 3.5
c1ccc(Oc2ccc3ccccc3n2)cc1 | 0.7 | -1 | 0 | -4 | 1.3 | nt | 2 | -10 | -12 | -1.3 | 3.2
COCCCN1C(=O)c2ccc(C(=O)N3CCN(c4ccccc4OC)CC3)cc2C1=O | 1.1 | -13 | -1 | -26 | -1.0 | 6 | -7 | 6 | -2 | 3.3 | 1.3
Cc1cc(Cl)ccc1Oc1cccc(C(=O)/C(C#N)=C/N(C)C)c1 | 1.2 | -4 | 6 | -18 | -1.2 | 4 | 6 | 7 | -1 | 1.6 | 1.8
NS(=O)(=O)c1ccc(N2CCN(CCOc3ccc(Cl)cc3)CC2)nc1 | 4.3 | 3 | 0 | -5 | 0.7 | -1 | 0 | -4 | -2 | 3.6 | 2.4
Cc1ccccc1S(=O)(=O)NCC1CCCO1 (stereo unspecified) | -0.3 | 15 | 0 | 10 | -2.9 | -10 | 12 | 14 | -5 | -2.2 | 0.5
COc1ccc(-n2nnnc2CNC(=O)c2ccc(S(=O)(=O)N3CCOCC3)cc2)cc1 | -0.7 | -12 | -1 | 10 | -0.8 | -2 | -11 | 4 | -7 | -0.5 | 0.7
CC(C)(C)C(=O)Nc1ccc2c(c1)OCCOCCOc1cc(NC(=O)C(C)(C)C)ccc1OCCOCCO2 | 1.1 | -1 | -3 | 8 | -1.3 | 6 | -1 | 8 | 4 | -1.6 | 2.6
COc1ccc(C2=CSC3=NCCN23)cc1Cl | 5.2 | 36 | -5 | 7 | -2.7 | 23 | -6 | 13 | -6 | 1.2 | 1.5
COC(=O)CN1C(=S)N(c2ccc(Cl)cc2)C(=O)C1CC(=O)Nc1ccc(Cl)cc1 (stereo unspecified) | 4.0 | -4 | 7 | -15 | 0.3 | 11 | -8 | -2 | -13 | 3.2 | 2.5
CCN(CC)Cc1cc(O)c(CN(CC)CC)cc1O | nt | -23 | -5 | 5 | 1.4 | nt | 7 | -7 | 1 | nt | 3.8
COCCNC(=O)c1cn(Cc2c(F)cccc2Cl)nn1 | 1.3 | 12 | 11 | -2 | -2.6 | -7 | -3 | 15 | -1 | -1.7 | 2.6
COc1cc(S(=O)(=O)Nc2ccc(C(=O)NCC(=O)O)cc2)ccc1NC(C)=O | 2.5 | -68 | -1 | -12 | 0.0 | nt | 0 | 0 | 0 | -0.2 | -0.8
CCOC(=O)NC(Nc1nnc(C)s1)(C(=O)OCC)C(F)(F)F (stereo unspecified) | -1.3 | -36 | -6 | 4 | -1.3 | -1 | -10 | 8 | -2 | -4.8 | 2.1
COc1cc(C(=O)NCCC2=CCCCC2)cc(OC)c1OC | 0.9 | -24 | -19 | -15 | -1.6 | 807* | -3 | 8 | 8 | 1.6 | 1.6
CC(C)(C)c1ccc(C(=O)NCCCNC(=O)c2ccccn2)cc1 | 3.3 | -6 | -4 | 11 | 0.1 | -25 | -20 | -1 | 8 | 1.1 | -3.0
CCOc1ccc(N(CC(=O)NC2CCCCC2)C(=O)CCCC(=O)Nc2ccccn2)cc1 | 3.2 | 23 | -2 | 3 | 1.3 | 289 | -5 | -10 | -6 | -0.9 | 1.7
Cc1cc(C)n2nc(C(=O)NCCc3ccccc3)nc2n1 | 0.9 | -1 | -2 | -1 | -1.2 | 3 | -4 | 5 | -3 | 1.3 | 2.1
COc1ccc(-c2cc(C(F)(F)F)nc(SCCC(=O)N3CCCC3)n2)cc1 | 1.6 | 9 | -5 | 25 | -3.8 | -17 | -8 | 23 | -9 | -1.3 | 0.5
Cc1cccc(OCc2nc(-c3cccnc3)no2)c1 | 2.8 | -2 | -4 | -18 | -3.1 | -1 | -4 | 16 | -6 | 2.6 | 3.0
Cc1c(CCOC(=O)CC23CC4CC(CC(C)(C4)C2)C3)sc[n+]1Cc1ccc([N+](=O)[O-])cc1 | -1.7 | 0&-8 | 7&18 | 15&20 | -5.2&-4.1 | -28 | -12&-4 | 21&21 | 1&-4 | 0.3 | 2.2
Cc1ccc(-c2nnc3n2N=C(c2ccccc2Br)CS3)cc1 | 0.9 | -29 | 9 | 16 | -0.2 | -8 | -1 | 1 | 2 | 2.5 | 0.5
CCn1c(SCC(=O)Nc2nc(C)cs2)nnc1-c1cccnc1 | 0.5 | 14 | -8 | 13 | -1.4 | -11 | -9 | 7 | -5 | -1.4 | -1.3
OC(CNCc1ccccc1)COCc1ccc(Cl)cc1 (stereo unspecified) | -0.2 | -9 | 11 | 33 | 0.7 | 10 | 6 | -4 | 5 | 0.4 | 4.9
CN(C)CCCNC(=O)c1cc(C(=O)Cc2ccc(Cl)cc2)c[nH]1 | -0.4 | 0 | 4 | -18 | -0.7 | -6 | 2 | 3 | -1 | 1.1 | 0.9
C=CCn1ccc2c([N+](=O)[O-])cccc2c1=O | 1.4 | -28 | -2 | -13 | -1.7 | -28 | 2 | 9 | -6 | -1.6 | 2.0
CC(CCc1ccccc1)NC(=O)c1cncc(Br)c1 (stereo unspecified) | -1.0 | -4 | 1 | -3 | -2.4 | 26 | -4 | 14 | -8 | 1.4 | 3.6
COc1cc(Nc2ccccn2)cc(C(=O)Nc2cccc(C(F)(F)F)c2)c1 | -0.2 | 18 | 0 | -32 | 1.4 | 106 | -13&10 | -8 | -15&-7 | -2.5 | 2.8&-1.4
Cc1cnc(CNC(=O)c2ccc3oc(Cc4ccc(Cl)cc4)nc3c2)cn1 | 2.4 | -19 | 7 | -11 | -3.1 | 12 | -3 | 16 | -2 | 0.8 | 2.0
Cc1ccccc1Cn1c(CN2CCN(C(=O)c3ccco3)CC2)nc2c1c(=O)n(C)c(=O)n2C | -1.9 | 4 | 3 | -6 | -2.0 | -8 | 0 | 12 | -9 | 1.4 | 97*
Cc1ccccc1N(Cc1cc(=O)[nH]c2ccccc12)C(=O)CCl | 0.2 | -11 | -8 | -2 | -4.2 | -10 | 7 | 22 | -6 | -0.1 | -1.4
CCCSc1nsc(SCCC)c1C(N)=O | 0.0 | -17 | 7 | -11 | -2.3 | nt | 8 | 13 | -6 | -0.4 | 2.6
O=[N+]([O-])c1ccccc1Nc1ccccc1[N+](=O)[O-] | nt | -15 | -2 | -5 | 3.3 | nt | 2 | -17 | -5 | nt | 1.3
Cc1csc(NC(=O)C(C)Oc2ccc(Cl)cc2C)n1 (stereo unspecified) | 2.8 | -31 | -3 | -34 | 2.3 | 0 | -11 | -9 | -7 | 0.2 | 0.4
C=CCc1cc(C)ccc1OCC(O)CN1CCN(c2ccccc2)CC1 (stereo unspecified) | 0.3 | -3 | -10 | -22 | 7.3 | 28 | 2 | -42 | 7 | 1.6 | 3.3
